From PubChem BioAssay
NR2E3 ag-1 – NR2E3 agonists in two-hybrid cells, primary screen, cell-based, luminescence, CHO-S, Gal4-NCOR/VP16-NR2E3; AID 602229, 2012; Photoreceptor-specific nuclear receptor (Homo sapiens), Q9Y5X4; luciferase; actives 0.35% (n = 360,000); inhibition of corepressor binding, % at 3.98 µM;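 active = inhibition above the mean of all tested compounds plus 3 SD, cut at about 70% in these data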;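 note: 0% = DMSO with NR2E3 transfected cells and 100% = cells lacking NR2E3 construct; higher means lower luciferase signal from less NR2E3 corepressor binding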
Target sequence (Q9Y5X4 whole entry, looked up, the tested form may be a part): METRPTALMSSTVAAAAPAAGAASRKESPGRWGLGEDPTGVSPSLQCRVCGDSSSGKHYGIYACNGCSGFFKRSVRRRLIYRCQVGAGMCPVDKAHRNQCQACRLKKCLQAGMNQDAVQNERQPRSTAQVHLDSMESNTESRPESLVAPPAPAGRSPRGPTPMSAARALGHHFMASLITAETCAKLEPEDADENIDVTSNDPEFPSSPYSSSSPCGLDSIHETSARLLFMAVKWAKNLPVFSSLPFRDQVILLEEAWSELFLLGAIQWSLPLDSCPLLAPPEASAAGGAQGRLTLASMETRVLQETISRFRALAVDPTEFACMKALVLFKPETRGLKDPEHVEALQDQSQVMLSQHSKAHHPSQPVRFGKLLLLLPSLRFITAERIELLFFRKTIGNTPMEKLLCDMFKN
MITF TRPM1 inh – inhibitors of MITF-dependent TRPM1 promoter reporter, primary screen, cell-based, SK-MEL-5, single point, luciferase; inhibition, % at 12.5 µM; actives 0.83% (n = 330,000); SK-MEL-5 TRPM1 promoter luciferase, 24 h; AID 488899, 2010;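 active = mean inhibition across replicates of 60% or more, whatever share of single replicates reaches that level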; note: values of inactives mirror those of a sister screen read the other way
Peg3 promoter – Peg3 promoter-driven luciferase inhibitors, primary screen, cell-based, HeLa, luciferase luminescence | HeLa PEG-Prom luciferase reporter, overnight | inhibition, % at 20 µM | actives 1.7% (n = 360,000);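 active = inhibition of at least 50% at 20 µM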
NR2E3 ag-2 – inhibitors of NR2E3-RetCOR corepressor binding, primary screen, NR2E3 agonist project, biochemical, TR-FRET, GST-NR2E3, biotin-RetCOR. Photoreceptor-specific nuclear receptor (Homo sapiens), Q9Y5X4. 1536-well. inhibition of corepressor binding, % at 4.78 µM. actives 0.12% (n = 320,000). AID 2300, 2010;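 active = percent inhibition above the cutoff of mean plus 3 SD of all tested compounds, set per screening campaign, cut at about 20% in these data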;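 note: 0% = DMSO wells and 100% = biotin wells as full block of FRET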
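System: GST-NR2E3 and biotin-RetCOR proteins; probe or stimulus: 7 nM biotin-RetCOR; doses: compound at 4.8 µM, single dose; schedule: Compound–protein incubation for 5 h at 4 °C; detection: time-resolved FRET; read-out: percent inhibition; controls: biotin wells as high control, 0.6% DMSO wells as low control; format: 1536-well plates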
m5-HT2A agonist – mouse Htr2a agonists via beta-arrestin recruitment, primary screen, cell-based, luminescence | actives 0.66% (n = 360,000) | activation, % at 7.6 µM | CHO-K1 mHTR2A beta-arrestin complementation; percent of 30 µM serotonin response | 5-hydroxytryptamine receptor 2A (Mus musculus), P35363;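 active = activation above a run cutoff, the mean activation of all tested compounds plus 3 SD, cut at about 14% in these data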;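 note: 0% = plate median of compound wells and 100% = 30 µM serotonin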
Shn3 inh set2 – reduction of Shn3 3'UTR firefly luciferase signal, primary screen, Schnurri-3 inhibitor project, cell-based, Clone20 osteoblasts, set 2 | inhibition, % at 12.5 µM | AID 588674, 2011 | actives 0.52% (n = 360,000) | Clone20 osteoblast Shn3 3'UTR firefly luciferase, 24 h;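 active = mean inhibition of at least 75% with every replicate also reaching 75%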;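 note: 0% = median of neutral control wells and 100% = pilot-screen positive control compound; some compounds past the cut are filed as inactive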
HIF-2a inh – HIF-2a reporter inhibitors, primary screen, luminescence, 786-0 RCC cells; actives 0.72% (n = 360,000); 786-0 RCC cells HIF-2a reporter, luciferase luminescence, overnight; inhibition, % at 18.8 µM;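 active = inhibition of the luminescence signal of 40% or more relative to plate controls, in a single-dose primary screen at 18.75 µM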
iPSC survival up – enhancers of single-cell hiPSC survival, primary screen, ATPlite luminescence. survival enhancement, % at 20 µM. 100% = ROCK inhibitor wells, 0% = DMSO. actives 0.044% (n = 360,000). AID 602274, 2012; in the data active = survival enhancement above about 18%;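 note: cells exposed to compounds for 16 hours before the ATP read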
CaV13 ICDI inh – Disruptors of the CACNA1D IQ motif to Ca2+-dependent inactivation inhibitor domain association, primary screening, Förster resonance energy transfer in intact living … | HEK cells, CFP/YFP FRET ICDI-IQ, plate reader, 10 min; percent FRET-ratio fall versus neutral wells | inhibition, % at 12.3 µM | actives 0.098% (n = 340,000);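 active = mean replicate inhibition of at least 30% and at least 1% of replicates passing that level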;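 note: 0% = median of the neutral control wells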
H9c2 protect – cardioprotection against H2O2-induced cell death, primary screen, uHTS, H9c2 cells, ATPLite luminescence | H9c2 cardiomyocytes, H2O2 injury protection, 2 h | protection from H2O2 cell death, % at 20 µM | actives 0.63% (n = 360,000) | AID 588492, 2011;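 active = compounds giving at least 50% protection of heart cells from peroxide-induced death in the single-dose screen, raw or plate-pattern-corrected value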;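 note: 0% = DMSO wells with peroxide and 100% = DMSO wells without peroxide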
PDI inh – inhibitors of human PDI, primary screen, biochemical, turbidity, single point, plate reader | Protein disulfide-isomerase (Homo sapiens), P07237 | PDI insulin aggregation turbidity, A650, 90 min | inhibition, % at 10 µM | actives 0.052% (n = 350,000);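 active = mean inhibition across replicates of 30% or more, whatever share of single replicates reach that level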;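 note: absorbance from insulin aggregation driven by PDI reduction with DTT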
Target sequence (P07237 whole entry, looked up): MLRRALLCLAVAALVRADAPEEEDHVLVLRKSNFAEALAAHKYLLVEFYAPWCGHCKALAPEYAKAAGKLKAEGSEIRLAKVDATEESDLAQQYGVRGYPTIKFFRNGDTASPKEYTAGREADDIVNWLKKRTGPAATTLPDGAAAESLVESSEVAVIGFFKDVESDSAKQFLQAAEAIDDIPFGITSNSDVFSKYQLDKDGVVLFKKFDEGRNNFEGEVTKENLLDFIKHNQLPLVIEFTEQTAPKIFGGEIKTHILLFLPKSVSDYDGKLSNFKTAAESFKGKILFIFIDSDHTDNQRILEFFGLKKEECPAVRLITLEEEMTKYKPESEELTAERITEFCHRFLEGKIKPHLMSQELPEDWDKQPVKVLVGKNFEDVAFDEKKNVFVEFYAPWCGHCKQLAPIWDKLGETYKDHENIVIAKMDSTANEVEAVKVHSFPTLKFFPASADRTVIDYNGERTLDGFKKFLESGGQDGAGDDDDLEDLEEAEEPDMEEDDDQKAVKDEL
The depositor's hits bear a star; x = no result given.

SMILES	NR2E3 ag-1	MITF TRPM1 inh	Peg3 promoter	NR2E3 ag-2	m5-HT2A agonist	Shn3 inh set2	HIF-2a inh	iPSC survival up	CaV13 ICDI inh	H9c2 protect	PDI inh
O=C(CCc1nnc2n(Cc3ccccc3Cl)c(=O)c3ccccc3n12)NCCCN1CCOCC1	-2.6	5.6	4.0	1.7	8.4	-21.9	3.2	-0.5	-1.1	0.0	3.0
O=C(Nc1ccc(Cc2ccncc2)cc1)C1CCC(N2C(=O)C3CC=CCC3C2=O)CC1 (centres undefined)	-42.4	5.3	13.9	0.6	0.0	38.9	7.2	-0.4	-7.7	9.6	6.1
COc1ccc(-c2csc(NC(=O)Cn3nc(C)cc3C)n2)cc1	5.5	-5.5	-29.8	0.5	-2.3	-5.6	-18.8	1.6	-5.1	7.3	-3.6
CCN(CC)CCN(C(=O)c1ccc(S(=O)(=O)N(C)C2CCCCC2)cc1)c1nc2ccc(OC)cc2s1	-2.0	4.2	-11.6	1.9	-0.9	-2.8	-10.6	-0.4	x	-1.6	6.2
Cc1cccc(NC(=S)NC(=O)CC2CC(C)(C)OC2=O)c1 (centres undefined)	1.6	-7.9	1.1	5.1	-3.1	-9.7	-6.2	0.3	-6.0	-1.7	-1.2
CCOC(=O)N1CCN(C(=O)CCSCCc2ccncc2)CC1	14.6	1.1	20.2	1.8	-2.2	13.8	12.8	-2.1	-4.8	5.9	7.2
COc1ccc2c(c1)CCc1c(C(=O)Nc3ccn(Cc4ccc(C)cc4)n3)noc1-2	-19.7	5.6	18.1	1.4	-1.9	-3.7	-14.0	0.3	-7.7	-9.7	1.2
CN(C(=O)CSc1nc2cc([N+](=O)[O-])ccc2n1-c1ccc(F)cc1)C1CCS(=O)(=O)C1 (centres undefined)	6.1	4.5	1.8	-1.9	0.4	-11.4	7.9	2.2	-5.7	0.2	0.5
N#C/C(=C/c1ccc(N2CCOCC2)o1)c1ccc(Cl)cc1	-9.9	-93.6	-208.7	0.5	-4.6	91.2*	-230.9	-3.0	-3.0	-19.9	0.4
COc1ccc(CC(=O)Nc2ccc(C(C)=O)cc2)cc1	-19.3	5.3	-35.4	4.9	1.9	-16.2	-57.7	0.2	-6.3	3.0	6.0
O=C(NCC(c1ccco1)N1CCN(c2ccccc2F)CC1)C(=O)NC1CC1 (centres undefined)	-19.8	-2.1	9.8	-3.2	1.1	2.8	5.9	-0.4	-0.9	0.3	-1.5
COc1ccccc1/C=C1\SC(=S)N(CCC(=O)N2CCN(C)CC2)C1=O	6.9	6.7	6.9	2.2	-1.6	-41.7	11.0	0.6	-2.5	1.2	7.5
COc1ccc(CN2CCN(C(C)C(=O)N(C)Cc3cccc(F)c3)CC2)cc1OC (centres undefined)	9.7	1.2	1.3	1.2	-6.0	18.1	12.3	1.6	-11.4	-2.5	-6.4
Cc1sc2ccc3sccc3c2[n+]1C	-22.9	12.3	-2.9	1.0	0.8	2.3	15.4	-4.3	-2.0	6.1	-4.4
CCN(CC)S(=O)(=O)c1ccc(NC(=O)COc2c(OC)cccc2OC)cc1	0.4	16.4	14.0	-1.9	-4.3	11.7	28.9	-0.5	-3.4	3.3	-1.1
COc1cccc(/C=N/n2c(SC)nnc2-c2ccccc2)c1O	-103.4	6.7	12.4	-3.1	-2.4	3.2	18.3	-2.8	x	10.3	-14.3
Cc1ccccc1NC(=S)N(Cc1ccccn1)Cc1ccccc1Cl	-7.8	5.8	9.2	-2.0	-3.4	-7.1	4.8	0.0	-6.5	-9.7	2.0
Cc1cc(C)cc(Oc2nc(C(F)(F)F)nc3ccccc23)c1	-12.8	8.7	23.0	2.7	2.6	-1.5	0.4	-3.5	-1.0	-21.6	0.5
COCCn1c(=S)[nH]c2cc(C(=O)N(CCO)Cc3ccccc3)ccc2c1=O	4.7	-0.5	3.0	-2.8	-1.4	-2.1	9.4	0.9	-2.4	-0.4	-0.3
O=C(Nc1ccccc1-c1ccccc1)C1CCCN(c2ncccn2)C1 (centres undefined)	5.2	-3.3	16.3	-4.8	-1.2	18.5	2.7	1.2	-4.4	11.6	-0.9
COC(=O)c1ccc(N2C(=O)CC(N(C)CCc3ccc(OC)c(OC)c3)C2=O)cc1 (centres undefined)	-23.3	6.1	13.0	0.8	1.1	5.6	1.3	1.1	x	6.8	3.3
CCc1nnc(NC(=O)C2CCN(S(=O)(=O)Cc3ccccc3)CC2)s1	-3.3	-3.1	8.9	-1.8	3.5	20.9	7.1	1.2	-5.4	9.8	-3.1
Cn1c(=O)c2[nH]c(Cc3cccc4ccccc34)nc2n(C)c1=O	12.8	36.3	11.0	x	-3.8	26.0	23.0	1.5	-11.0	-5.2	-5.7
COc1ccc(-c2csc(Nc3ccccc3)[n+]2Cc2ccccc2)cc1	-88.8	-15.4	-55.7	0.7	2.7	-2.0	-175.2	-0.1	4.7	-15.0	-2.4
COc1ccc(CNC(=O)C2CCCN(c3nn4c(=O)cc(C)nc4s3)C2)cc1 (centres undefined)	-9.2	4.5	-8.7	-1.1	-7.0	-4.3	7.5	1.0	-13.2	-3.0	3.0

Additional compounds follow.
SMILES	NR2E3 ag-1	MITF TRPM1 inh	Peg3 promoter	NR2E3 ag-2	m5-HT2A agonist	Shn3 inh set2	HIF-2a inh	iPSC survival up	CaV13 ICDI inh	H9c2 protect	PDI inh
COc1cccc(CCNC(=O)c2cc(COc3ccc(C)c(C)c3)on2)c1OC	-174.9	x	-320.1	x	4.2	-105.3	-266.4	0.3	-8.0	-14.5	18.5
COc1ccc(-c2coc3c(C(=O)NCc4cccc(Cl)c4)cccc23)c(C)c1	-49.8	x	12.4	x	-8.6	24.6	-3.3	-1.8	-4.9	-19.2	5.7
COc1ccc(CCNC(=O)C(=O)NCc2ccc(C)cc2)cc1OC	6.3	2.9	19.5	1.6	-0.6	4.9	7.7	3.2	-7.9	1.0	7.9
Cc1ccc(S(=O)(=O)NCCC(=O)N2CCC(C)CC2)cc1	-3.0	-3.6	-0.3	1.4	3.0	35.2	13.4	-0.1	-5.1	3.4	-14.2
CC(C)C1C(=O)N(Cc2cn(CCC3OCCCO3)nn2)CCS(=O)(=O)N1Cc1ccc(-c2ccc(Cl)cc2)cc1 (centres undefined)	-8.8	x	-7.4	x	-2.5	1.3	-0.9	0.5	-8.9	-3.4	12.7
COc1ccc(S(=O)(=O)N2CCCCC2)cc1NC(=O)Cc1c[nH]c2ccccc12	-5.2	11.0	30.0	0.4	-5.6	11.2	33.7	-0.9	-3.4	1.4	7.5
O=[N+]([O-])c1cc(C(F)(F)F)ccc1N1CCCC(O)C1 (centres undefined)	-22.7	-6.2	1.9	-0.7	-2.0	-8.3	-5.7	-0.3	-2.0	-0.4	-11.2
Cc1cc(OCc2cc(C(=O)NCC3(C)COC3)no2)cc(C)c1Cl	-15.7	-21.9	-14.4	-5.0	-7.4	6.6	-48.0	0.0	-5.2	-6.5	-5.0
CC1(C)CC(=O)C(C=Nc2cc(C(=O)c3ccccc3)ccc2N)=C(O)C1	-26.9	7.9	-0.6	-3.6	-1.4	0.5	11.7	-1.2	-7.3	16.8	-2.1
Cc1nn(-c2ccccc2)c(C)c1/C=C/C(=O)OCC(=O)Nc1ncc(Cl)cc1Cl	-8.9	1.5	-0.7	2.7	1.1	-3.7	11.7	1.0	-2.9	0.4	-1.6
O=C(COc1ccc(Cl)cc1Cl)NCCCn1ccnc1	-26.3	0.9	-0.1	-0.9	2.9	-14.5	-8.9	-0.8	-4.0	-6.2	-4.9
Cc1cnn(-c2cc(N/N=C/c3ccccc3Cl)ncn2)c1	-9.6	-2.9	1.5	0.8	2.1	-3.0	9.9	6.3	x	-13.6	-8.3
Cc1ccc(CCNC(=O)C2CCCN(S(=O)(=O)c3c(C)noc3/C=C/N(C)C)C2)cc1 (centres undefined)	6.9	x	10.6	3.7	-0.3	-20.8	5.7	4.5	-7.2	26.0	x
O=C(Cc1ccccc1)NC(c1ccco1)c1c(O)ccc2ccccc12 (centres undefined)	-35.7	4.9	3.0	1.6	-9.9	3.1	9.2	-0.1	-4.6	0.1	-14.1
COc1cc(-n2c(=O)c3ccccc3n(Cc3cccc(C)c3)c2=O)cc(OC)c1OC	-11.0	18.8	49.1	3.6	4.8	-31.7	17.7	1.8	-2.9	6.5	-4.4
COc1ccc(S(=O)(=O)Nc2c(C)cc(C)cc2C)c2cccnc12	5.6	4.4	27.4	4.5	-0.7	-6.1	14.4	0.7	-7.1	1.6	7.4
CCN(CC)C(=O)c1ccc(Nc2nnc(-c3ccc(O)cc3)c3ccccc23)cc1	12.8	13.2	21.4	-2.2	-1.6	14.6	18.1	0.1	-4.0	11.9	5.8

An excerpt of these results, bar-delimited:
molecule | NR2E3 ag-1 | MITF TRPM1 inh | Peg3 promoter | NR2E3 ag-2 | m5-HT2A agonist | Shn3 inh set2 | HIF-2a inh | iPSC survival up | CaV13 ICDI inh | H9c2 protect | PDI inh
COc1ccc(CN2CCN(C(C)C(=O)N(C)Cc3cccc(F)c3)CC2)cc1OC (centres undefined) | 9.7 | 1.2 | 1.3 | 1.2 | -6.0 | 18.1 | 12.3 | 1.6 | -11.4 | -2.5 | -6.4
Cc1sc2ccc3sccc3c2[n+]1C | -22.9 | 12.3 | -2.9 | 1.0 | 0.8 | 2.3 | 15.4 | -4.3 | -2.0 | 6.1 | -4.4
CCN(CC)S(=O)(=O)c1ccc(NC(=O)COc2c(OC)cccc2OC)cc1 | 0.4 | 16.4 | 14.0 | -1.9 | -4.3 | 11.7 | 28.9 | -0.5 | -3.4 | 3.3 | -1.1
COc1cccc(/C=N/n2c(SC)nnc2-c2ccccc2)c1O | -103.4 | 6.7 | 12.4 | -3.1 | -2.4 | 3.2 | 18.3 | -2.8 | x | 10.3 | -14.3
Cc1ccccc1NC(=S)N(Cc1ccccn1)Cc1ccccc1Cl | -7.8 | 5.8 | 9.2 | -2.0 | -3.4 | -7.1 | 4.8 | 0.0 | -6.5 | -9.7 | 2.0

Rows were taken by chance (roughly 3.9% active in at least one column).
